Bioassay records (PubChem)
SV40 large T antigen: SV40 large T antigen inhibitors, biochemical (AID 1903) | SV40 large T antigen ATPase/helicase inhibition assay; higher % means a stronger effect | inhibition, % at 20 µM; hits with a dose series show IC50 in µM | hit rate 0.39% among 310,000; in the data active means a potency from the dose series; inconclusive means inhibition mostly from about 32% at the one dose, without a potency; inactive means the rest, 99 in 100 with inhibition below about 32%; further: strong numbers were not always called active
T cell HTS: modulators of CD8 T cell-vesicle binding, primary screen, mouse 2C CD8+ T cells, flow cytometry. 2C CD8+ T cell-vesicle binding; stronger effect = lower value. hit rate 0.068% among 330,000. AID 2052, 2009. calls only at 7 µM;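 active means response, share of CD8 T cells binding vesicles, and their 90th percentile fluorescence all below set limits, cut at about 80% in these data, passing the limit was not always enough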
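Also added: QL9-peptide-loaded Drosophila micro-vesicles bearing Ld, ICAM-1 and B7-1; Test system: purified 2C TCR transgenic mouse naive CD8+ T cells; Measured by: cytometric PE anti-B7-1 and Alexa647 anti-CD8 signals after 1% paraformaldehyde fixation; Timing: binding step 1.5 h, 37 °C, antibody labelling 20 min, ice.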
West Nile antiviral: West Nile virus antiviral activity, cell-based, CPE readout (AID 1621); West Nile virus-infected cells, CPE inhibition; higher % means a stronger effect; CPE inhibition, % at 10 µM, or IC50 in µM where a hit was titrated; hit rate 0.02% among 290,000; in the data active means a potency from the dose series; inconclusive means CPE inhibition mostly from about 3.7% at the one dose, without a potency; inactive means the rest, 99 in 100 with CPE inhibition below about 2.2%; further: strong numbers were not always called active
K1F lysis inhibition: inhibition of K1F phage lysis, E. coli UTI89, bacterial capsule biogenesis inhibitors, alamar blue (AID 488966) | E. coli UTI89 K1F phage lysis, alamar blue, 2 h; higher % means a stronger effect | one-dose inhibition, % at 100 µM; IC50 in µM for titrated hits | hit rate 0.02% among 340,000;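 active means phage lysis inhibition, versus mean bacterial control, above a set limit; inconclusive means no clear call, values can overlap the other calls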;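 further: capsule biogenesis inhibitors block K1F phage lysis so surviving cells raise fluorescence; higher fluorescence means more inhibition of phage lysis; actives were called in the ten point dose series up to 300 µM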
NS5 inhibitors: Dengue-2 NS5 methyltransferase inhibitors, primary screen, biochemical, confirmation dose response (AID 588689). Dengue-2 NS5 methyltransferase capping enzyme assay, biochemical; higher % means a stronger effect. inhibition, % at 25 µM; hits with a dose series show IC50 in µM. hit rate 0.3% among 340,000; in the data active means a potency from the dose series; inconclusive means inhibition above about 29% without an active follow-up result
RSV antiviral HEp-2: RSV antiviral activity via CPE protection, HEp-2 cells, primary 10 µM value included (AID 2391). hit rate 0.13% among 310,000. HEp-2 cells, RSV-induced CPE inhibition; higher % means a stronger effect. CPE inhibition, % at 10 µM, or IC50 in µM where a hit was titrated; in the data active means a potency from the dose series; inconclusive means CPE inhibition mostly from about 23% at the one dose, without a potency; inactive means the rest, 99 in 100 with CPE inhibition below about 21%; further: strong numbers were not always called active
Rac1 GTP hydrolysis: MgcRacGAP GTPase-activating activity inhibitors, confirmation, biochemical, ADP Hunter fluorescence. Rac GTPase-activating protein 1 (Homo sapiens). one-dose inhibition, % at 30 µM; IC50 in µM for titrated hits. MgcRacGAP-stimulated Rac1 GTP hydrolysis, ADP Hunter fluorescence; higher % means a stronger effect; GST-tagged Rac1 F28L mutant substrate. AID 624330, 2012. hit rate 0.6% among 340,000;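 active means first-screen hits whose inhibition reached a set limit at any dose in the follow-up dose series; inconclusive means inhibition above the set first-screen limit but never retested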;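 further: fluorescence reports GDP produced by GAP-driven GTP hydrolysis; strong numbers were not always called active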
NTR1 agonist: agonists of NTR1, primary screen, imaging, U2OS cells, beta-arrestin-GFP, high content (AID 493036); activation, % at 20 µM; hit rate 0.17% among 330,000; NTR1-U2OS beta-arrestin-GFP spot imaging, agonist mode; Neurotensin receptor type 1 (Homo sapiens), P30989;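 active means activation at or above 40% of the spot to cytoplasm intensity ratio, with at least 20 cells analyzed; inconclusive means wells under 20 cells, flagged as cytotoxic or low count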;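 further: 0% = DMSO without peptide and 100% = 100 nM NTR1 peptide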
Target sequence (P30989 whole entry, looked up): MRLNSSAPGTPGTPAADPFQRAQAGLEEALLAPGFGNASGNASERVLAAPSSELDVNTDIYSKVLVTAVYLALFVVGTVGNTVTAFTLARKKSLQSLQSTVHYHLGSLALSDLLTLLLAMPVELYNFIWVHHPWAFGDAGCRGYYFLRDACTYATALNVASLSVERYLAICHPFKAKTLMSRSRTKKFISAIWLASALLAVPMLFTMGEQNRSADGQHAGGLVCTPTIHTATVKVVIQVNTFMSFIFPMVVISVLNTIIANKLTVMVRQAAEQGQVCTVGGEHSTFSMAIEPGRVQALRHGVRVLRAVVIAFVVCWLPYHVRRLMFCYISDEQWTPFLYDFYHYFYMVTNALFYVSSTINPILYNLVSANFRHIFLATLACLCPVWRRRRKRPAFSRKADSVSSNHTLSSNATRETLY
PhoP inhibition: inhibitors of PhoP regulon expression, primary screen, Salmonella Typhimurium, GFP reporter (AID 1863). S. Typhimurium PhoP-regulated promoter GFP reporter, 4 h; higher % means a stronger effect. inhibition, % at 50 µM; hits with a dose series show IC50 in µM. hit rate 0.16% among 300,000;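 active means inhibition over 29.93%, a cutoff 3 SD above the screen mean, later confirmed by dose response; inconclusive means inhibition over 29.93% but no dose response follow-up; inactive means inhibition at most 29.93% or unconfirmed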;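 further: 0% = low Mg2+ inducing control and 100% = high Mg2+ repressing control; strong numbers were not always called active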
T cell HTS vesicle-bound %: recorded beside T cell HTS, whose call it bears; double positive events, %; measured here: CD8+ vesicle-bound cell fraction;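 binding gate set so that unloaded-vesicle control wells show 10% double positive cells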
NTR1 agonist cell count 20 µM: also measured in NTR1 agonist; calls as there; cell count; measured here: cell count, cytotoxicity flag
NS5 inhibitors pilot replicate: also measured in NS5 inhibitors; calls as there; inhibition, %; measured here: pilot screen replicate inhibition
An asterisk follows results filed as active; i = inactive; ? = inconclusive; nt = not tested or not shown; [ ] = dose if it differs, or a comment.

SMILES	SV40 large T antigen	T cell HTS	T cell HTS vesicle-bound %	West Nile antiviral	K1F lysis inhibition	NS5 inhibitors	RSV antiviral HEp-2	Rac1 GTP hydrolysis	NTR1 agonist	NTR1 agonist cell count 20 µM	PhoP inhibition	others
Cc1cnc(=O)[nH]c1SCc1ccccc1F	-7.2%	i	32.2	0.3%	0.1%	-15.6%	0.5%	3.2%	-0.9	53	9.3%
Cc1ccc2nc(C)c(C(=O)N/N=C/c3cccc([N+](=O)[O-])c3)cc2c1	5.3%	i	39.4	-1.2%	2.4%[50 µM]	-3.2%	7.8%	5.5%	0.6	67	-3.0%
COC(=O)c1cc2oc(C)cc2n1CC(=O)Nc1cc(C)cc(C)c1	-2.6%	i	31.7	0.3%	3.5%	-2.0%	1.1%	6.3%	-0.3	49	13.1%
O=C(c1c[nH]c2ccccc12)N1CCOCC1	-1.3%	nt	nt	0.2%	0.0%	6.9%	-1.7%	10.3%	-0.2	72	-3.9%
CC(Oc1ccccc1)C(=O)Nc1ccc(S(=O)(=O)Nc2nccs2)cc1 (stereo not given)	4.8%	i	14.7	0.7%	0.1%	4.5%	0.4%	3.8%	-0.6	47	3.4%
CC(=O)c1ccc(S(=O)(=O)NC2CC(=O)N(c3ccc4c(c3)OCCO4)C2)cc1 (stereo not given)	2.6%	i	41.7	nt	0.8%[50 µM]	5.0%	2.2%	4.2%	-1.3	74	-1.2%
CN(CCCC1CCCC1)C(=O)c1cc(COc2ccc(F)c(F)c2)on1	5.8%	i	14.6	-0.5%	0.1%	-5.5%	?	nt	2.0	57	3.1%
CCN(CC)S(=O)(=O)c1cc(C(=O)n2cccn2)c(Cl)cc1Cl	-1.7%	i	10.0	0.0%	1.0%[50 µM]	-4.2%	0.2%	10.3%	-1.1	43	-5.2%
N#C/C(=C\c1c(N2CCCCCC2)nc2ccccn2c1=O)C(N)=O	1.8%	i	53.3	-0.6%	0.3%	-3.9%	5.7%	8.9%	-0.8	42	12.0%
O=[N+]([O-])c1ccc(CN2CCN(c3ncccn3)CC2)cc1	6.9%	i	63.7	0.4%	0.0%	-6.8%	2.7%	24.2%	0.0	72	-2.4%
Cc1cc(F)ccc1S(=O)(=O)N1CCCCC1CCNC(=O)C(=O)NCCN1CCOCC1 (stereo not given)	11.2%	i	43.8	nt	-1.4%	2.2%	0.8%	5.3%	0.4	68	-3.5%
CCCN(CCC)CCNC(=O)CCC(=O)Nc1ccc2nc(N3CCN(C)CC3)cc(C)c2c1	12.4%	i	22.4	-0.5%	0.0%	0.6%	-2.3%	26.7%	3.7	70	-3.1%
CCCCn1c(=O)c(C(C)=O)c(O)c2ccccc21	27.0%	i	20.0	-0.6%	0.0%	-9.2%	0.0%	-2.6%	2.8	64	7.0%
CCCCn1c(N)c(N(CCOC)C(=O)CCNC(=O)c2ccc(Cl)cc2)c(=O)[nH]c1=O	11.5%	i	53.5	nt	0.3%[50 µM]	1.4%	0.7%	3.2%	-0.3	45	-0.2%
Cc1c(Cl)cccc1NC(=S)N1CCN(C(=O)c2ccco2)CC1	5.3%	i	16.3	-0.1%	-0.9%[50 µM]	-4.2%	1.4%	7.7%	0.9	54	-3.3%
CCCn1c(SCC(=O)N2CCN(S(=O)(=O)c3ccc(Cl)cc3)CC2)n[nH]c1=O	5.1%	i	56.6	-0.1%	-0.2%	3.2%	0.9%	3.1%	-5.8	75	4.4%
Cc1ccc(/C=C(\NC(=O)c2ccc(C)cc2)c2nc(=S)[nH][nH]2)cc1	8.5%	i	35.0	0.2%	-0.4%	-4.9%	7.0%	4.5%	16.9	46	-9.8%
CN(CC(=O)Nc1ccc(S(=O)(=O)N2CCCC2)cc1)CC(=O)Nc1ccc(F)c(F)c1F	5.6%	i	16.5	-1.0%	0.0%	-5.1%	1.6%	-0.6%	-0.8	67	-6.9%
O=c1cc(N2CCCCC2)c(-c2ccccc2)nn1Cc1ccc(Cl)cc1Cl	9.1%	i	16.9	-0.3%	0.3%	2.7%	7.2%	5.5%	13.3	55	7.3%
O=C1CCCc2nc(N3CCN(C(c4ccccc4)c4ccccc4)CC3)ncc21	24.5%	i	23.3	1.6%	-0.4%	-4.8%	?	1.2%	13.9	75	3.7%
O=C(COc1ncnc2ccccc12)NC1CCS(=O)(=O)C1 (stereo not given)	20.6%	i	25.8	0.4%	2.0%	2.4%	3.5%	-4.1%	0.7	50	2.8%
COc1ccc(Cc2nc3ccc(C(=O)N4CCC[C@H]4CO)cc3o2)cc1	9.0%	i	69.1	0.0%	0.1%	6.4%	1.0%	12.0%	-1.2	57	-5.8%
Cc1nc(NC(=O)CCN2C(=O)C3CC=CCC3C2=O)sc1C (stereo not given)	14.2%	i	28.6	-0.3%	1.4%[50 µM]	-2.6%	0.6%	12.2%	-0.2	44	-3.9%
COc1ccc(Cl)cc1NC(=O)CN(C)C(=O)c1cc2c(s1)CCC(C)C2 (stereo not given)	9.7%	i	56.3	nt	0.4%[50 µM]	-1.4%	?	4.7%	6.2	72	-6.1%
COc1ccc(N2CCN(C(=O)c3ccc(COc4ccc5c(C)cc(=O)oc5c4)cc3)CC2)cc1	9.2%	i	26.5	?	-0.3%	0.9%	1.8%	6.8%	-1.1	83	3.6%
CC1CCC2(CC1)NC(=O)N(CC(=O)NCCc1c[nH]c3ccccc13)C2=O (stereo not given)	nt	i	57.4	nt	1.6%	-8.7%	-0.1%	6.4%	-0.5	56	nt
Cc1ccc(OCC(=O)Nc2ccc3c(c2)OC(F)(F)O3)c([N+](=O)[O-])n1	26.0%	i	42.2	-0.3%	1.4%	-0.7%	4.6%	0.5%	1.4	58	0.2%
CC1CCC(NC(=O)C2CCN(c3c4c(nc5ncnn35)CCC4)CC2)CC1 (stereo not given)	1.4%	i	24.4	-1.6%	0.2%	-4.2%	4.0%	10.5%	1.1	51	9.8%
CCOC(=O)C1=CN(Cc2ccco2)S(=O)(=O)N(C)C1CC (stereo not given)	nt	nt	nt	nt	-0.1%	-11.6%	nt	4.4%	-0.3	62	nt	NS5 inhibitors pilot replicate=-5.4
CCSc1nnc(NC(=O)c2cccnc2Cl)s1	8.1%	i	16.0	0.0%	0.5%	-7.2%	0.7%	5.6%	0.9	72	-4.2%
O=C(c1cc2ccccc2o1)c1nc2c(n1O)CCCCC2	10.6%	i	19.8	0.1%	-3.1%	-1.6%	0.8%	-1.0%	2.1	63	-1.8%
COc1ccc(-c2c(C#N)c(N)nc3sc(C(=O)c4ccc(C)cc4)c(N)c23)cc1	12.9%	i	47.9	-0.6%	0.7%[50 µM]	-10.8%	3.0%	-16.9%	9.7	53	-4.9%
CCCc1c(C)[nH]c2ccc(C(=O)O)cc2c1=S	nt	nt	nt	0.5%	0.0%	41.7%	nt	72.6µM*	nt	nt	-8.2%
CC(C)NC(=O)CSc1ncccc1-c1nc2ccccc2[nH]1	7.2%	i	54.3	-0.6%	-1.6%	-6.2%	2.2%	8.6%	-1.1	69	-2.0%
CC1CCC2(CC1)C(Nc1cccc(Cl)c1)=NC(=S)N2CC#N (stereo not given)	5.5%	i	16.3	-0.8%	0.6%	-8.2%	-0.8%	3.1%	1.0	90	-6.6%
CSC1=NCCN1C(=O)Cc1cccs1	0.7%	i	43.4	1.3%	0.2%	-3.0%	0.7%	5.6%	2.4	43	16.6%
Cc1ccc(C(=O)NNC(=S)NC(=O)COc2ccccc2)cc1	12.0%	i	24.5	-0.5%	3.0%	-2.1%	-1.7%	5.8%	-0.7	67	-18.1%
CCOc1ccc(/C=N/NC(=O)C2CCCC2)c(OCC)c1	-5.9%	i	67.4	-0.7%	0.0%	-1.3%	1.4%	4.4%	2.0	76	-0.7%
CCCN(CC(=O)Nc1ccccc1C)C(=O)c1ccc(-c2ccc(C(C)=O)cc2)o1	14.0%	i	44.3	nt	-0.3%[50 µM]	-4.4%	-0.8%	13.7%	0.2	54	-1.6%
Clc1ss/c(=N\c2ccccn2)c1Cl	10.7%	i	32.4	-0.4%	-0.1%	-4.8%	0.9%	22.9%	-0.7	45	-5.6%
O=C(O)CC(C(=O)N(c1ccccc1)c1ccccc1)N1CCOCC1 (stereo not given)	-45.1%	i	57.7	0.2%	1.0%	-13.2%	-0.5%	8.8%	0.8	47	-6.9%
COc1ccccc1CNC(=O)c1cnccn1	13.5%	i	4.0	-0.3%	2.4%	1.4%	0.6%	0.4%	-1.2	66	-5.7%
CC(=O)c1cccc(OCc2cc(C(=O)N(C)CCc3cnn(C)c3)no2)c1	18.4%	i	28.8	-0.6%	0.2%	-8.4%	1.2%	1.1%	-0.3	50	-7.3%
Cc1ccc2oc(-c3cccc(NC(=O)c4ccc(Br)o4)c3)nc2c1	2.6%	i	23.0	nt	0.1%	0.0%	3.8%	11.1%	12.3	56	-6.7%
CC(C)(O)C#Cc1ccc(CN2CCCC(CNC(=O)c3ccco3)C2)cc1 (stereo not given)	20.9%	i	33.1	-0.5%	0.2%	-5.2%	0.4%	7.7%	2.1	50	2.5%
Cc1cc(C)c2nc(-c3cccc(Cl)c3)c(C)c(C(=O)N3CCOCC3)c2c1	0.8%	i	6.1	0.0%	-2.1%[50 µM]	-5.8%	6.3%	0.3%	5.1	48	12.3%
CC1=CC(=O)[C@H]2C(C)(C)CCC[C@]2(C)[C@@]1(O)CO	11.9%	i	40.3	-0.3%	5.3%	0.7%	1.5%	1.9%	-0.2	83	2.6%
N/C(Cc1ccc([N+](=O)[O-])cc1)=N\OC(=O)Cc1ccccc1	-15.5%	i	64.7	-0.5%	0.1%	0.0%	0.4%	8.9%	0.1	86	17.5%
O=C(Nc1ccccc1)N(C1=NCCC1)c1ccc(OC(F)F)cc1	9.0%	i	26.0	-0.1%	0.7%	2.1%	-0.4%	15.4%	1.9	47	-0.3%
